GAA850 FXN act – activators of GAA850 frataxin (FXN) promoter. HEK293 lucGAA850 FXN promoter luciferase reporter, 24 h; percent of 10 µM SAHA response. activation, % at 6 µM. hit rate 0.56% among 360,000;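 active = activation above the average of all compounds screened plus 3 SD, cutoff fixed separately per campaign, cut at about 7.5% in these data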;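 also: 0% = DMSO wells and 100% = 10 µM SAHA wells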
* = called active by the depositor. Only part of the results is shown; the hit share may differ from the screen's.

For COc1cccc(CN2CCCN(S(=O)(=O)c3ccc(Br)cc3)CC2)c1 the results were GAA850 FXN act 2.4.
Cc1nnc(N2CCCC(C(=O)Nc3cc(F)ccc3F)C2)c2nn(-c3ccccc3)c(C)c12 (stereo unspecified) was read as GAA850 FXN act -11.
Cc1ccc(S(=O)(=O)N[C@H](C(=O)Oc2ccc3c(C(F)(F)F)cc(=O)oc3c2)c2ccccc2)cc1 was read as GAA850 FXN act 2.9.
For CCN(c1ccccc1)S(=O)(=O)c1ccc(C(=O)NC2CCN(Cc3ccccc3)CC2)cc1 the results were GAA850 FXN act -5.7.
Cc1ccc(O)c(N)c1 was read as GAA850 FXN act 5.7.
For CC(C)(C)c1ccc(/C=C2\CCn3c2nc2cc(C(=O)O)ccc2c3=O)cc1 the results were GAA850 FXN act 1.3.
For Cc1[nH]n2c(=O)c3c(nc2c1-c1ccc(Cl)cc1)CCC3 the results were GAA850 FXN act -0.7.
For COc1ccccc1CNC(=S)Nc1ccc(S(N)(=O)=O)cc1 the results were GAA850 FXN act -0.2.
Screening Cc1ccc2oc3c(c(=O)c2c1)C(c1cccs1)N(CCCN(C)C)C3=O (stereo unspecified) returned GAA850 FXN act 0.4.
Screening C=CCc1c(NCCO)nc(C)[nH]c1=O returned GAA850 FXN act 1.4.
For Oc1cccc2cc3cccc(O)c3c(O)c12 the results were GAA850 FXN act 0.2.
COC(=O)Cc1nc(NC(=O)c2cccs2)sc1C was read as GAA850 FXN act 3.9.
Screening O=C(N/N=C/c1cn(-c2ccccc2)nc1-c1cccs1)c1ccccc1F returned GAA850 FXN act 0.5.
Screening CCn1nccc1C(=O)Nc1ccc(C)c(C)c1 returned GAA850 FXN act 5.4.
`O=C(Nc1cccc(F)c1)c1ccc(-c2cccnc2)c2ccoc12` gave GAA850 FXN act 3.0.
`COc1ccc(N2CCN(C(=O)CCN3C(=O)c4ccccc4S3(=O)=O)CC2)cc1` gave GAA850 FXN act -0.8.
Screening c1ccc(C[C@H]2CN=C(Nc3ccccc3)N2CCCC2CCCC2)cc1 returned GAA850 FXN act -1.0.
`Cc1noc(/C=C/c2ccco2)c1S(=O)(=O)N1CCC(C(=O)N2CCc3ccccc3C2)CC1` gave GAA850 FXN act -1.4.
For CCn1c(N2CCN(C(=O)C34CC5CC(CC(C5)C3)C4)CC2)nc2ccccc21 the results were GAA850 FXN act -0.8.
Screening NC(=S)n1[nH]c(-c2ccc([N+](=O)[O-])cc2)c(N=Nc2ccc(Cl)cc2)c1=O returned GAA850 FXN act -3.1.

Fetched one by one from above (three):
Screening O=C(N/N=C/c1cn(-c2ccccc2)nc1-c1cccs1)c1ccccc1F returned GAA850 FXN act 0.5.
`O=C(Nc1cccc(F)c1)c1ccc(-c2cccnc2)c2ccoc12` gave GAA850 FXN act 3.0.
Screening C=CCc1c(NCCO)nc(C)[nH]c1=O returned GAA850 FXN act 1.4.

The main list resumes, repeating the six entries before the break.
`O=C(Nc1cccc(F)c1)c1ccc(-c2cccnc2)c2ccoc12` gave GAA850 FXN act 3.0.
`COc1ccc(N2CCN(C(=O)CCN3C(=O)c4ccccc4S3(=O)=O)CC2)cc1` gave GAA850 FXN act -0.8.
Screening c1ccc(C[C@H]2CN=C(Nc3ccccc3)N2CCCC2CCCC2)cc1 returned GAA850 FXN act -1.0.
`Cc1noc(/C=C/c2ccco2)c1S(=O)(=O)N1CCC(C(=O)N2CCc3ccccc3C2)CC1` gave GAA850 FXN act -1.4.
For CCn1c(N2CCN(C(=O)C34CC5CC(CC(C5)C3)C4)CC2)nc2ccccc21 the results were GAA850 FXN act -0.8.
Screening NC(=S)n1[nH]c(-c2ccc([N+](=O)[O-])cc2)c(N=Nc2ccc(Cl)cc2)c1=O returned GAA850 FXN act -3.1.
Screening Cc1ccc(CSc2nnc(-c3cccnc3)o2)cc1 returned GAA850 FXN act 2.0.
Screening O=C(COc1ccc(S(=O)(=O)N2CCCC2)cc1)NCc1ccco1 returned GAA850 FXN act 0.6.
COc1ccc(Cl)cc1NC(=S)NCCc1ccc(F)cc1 was read as GAA850 FXN act 1.2.
Screening c1ccc(-c2c3ccccc3nc3[nH]c4ccccc4c23)cc1 returned GAA850 FXN act 1.7.
Screening Cc1onc(-c2ccccc2Cl)c1C(=O)Nc1cccc(-c2cn3cccnc3n2)c1 returned GAA850 FXN act -3.7.
For O=C(O)c1cccc2c1C(=O)c1ccc(-c3ccc(Cl)c(C(F)(F)F)c3)cc1S2(=O)=O the results were GAA850 FXN act 3.1.
For Cc1c(C(=O)OCc2ccccc2)[nH]c2c1C(=O)CC(c1ccco1)C2 (stereo unspecified) the results were GAA850 FXN act -1.7.
For COc1cccc(C2C=C(c3ccc(OC)cc3OC)Nc3nnnn32)c1 (stereo unspecified) the results were GAA850 FXN act -4.4.
`Cc1ncc(CN2CCC(N3CCC(C(=O)N4CCCC4)CC3)CC2)s1` gave GAA850 FXN act 0.4.
For O=C(/C=C/c1ccc(Br)o1)OCc1nc2ccsc2c(=O)[nH]1 the results were GAA850 FXN act -1.0.
Screening COc1ccc(C2/C=C\CN(S(=O)(=O)c3ccc(C)cc3)[C@H](Cc3ccccc3)C(=O)N2Cc2ccc(F)cc2)cc1 (stereo partly specified) returned GAA850 FXN act -0.8.
`C#CCOCCOCCOCCNc1nc(N2CCN(C(=O)[C@H](Cc3ccc(O)cc3)n3cc([C@@H](N)C(C)CC)nn3)CC2)nc(N2CCN(C(=O)[C@H](CCCCN)n3cc([C@@H](N)CO)nn3)CC2)n1` (stereo partly specified) gave GAA850 FXN act -0.9.
`O=c1c2cc(Br)ccc2nc2n1CCCCC2` gave GAA850 FXN act 4.0.
For O=C(NCc1cccs1)c1cccnc1C(=O)O the results were GAA850 FXN act 3.0.
Screening NC(=O)c1cccc(-c2cnc(N)c(C(=O)c3cccnc3)n2)c1 returned GAA850 FXN act -4.5.
Screening COC(=O)C1=C(C)N(CC2CC2)C(=NCc2cccc(C(F)(F)F)c2)N[C@H]1c1ccccc1 returned GAA850 FXN act -7.0.
`O=C(Nc1cc2c(cc1Cl)-c1ccc([N+](=O)[O-])cc1C2=NO)C(F)(F)F` gave GAA850 FXN act -0.9.
`O=C(O)c1ccc2c(c1)S(=O)(=O)c1ccccc1C2=O` gave GAA850 FXN act 0.9.
Screening CCn1c(SCC(=O)N2CCc3ccccc32)nc2c(c1=O)SC(C)C2 (stereo unspecified) returned GAA850 FXN act 1.3.
CC(C)C1Nc2ccc(C(=O)NCCCN3CCOCC3)cc2NC1=O (stereo unspecified) was read as GAA850 FXN act 1.8.

Compounds from the list above that have bromine (3):
For COc1cccc(CN2CCCN(S(=O)(=O)c3ccc(Br)cc3)CC2)c1 the results were GAA850 FXN act 2.4.
For O=C(/C=C/c1ccc(Br)o1)OCc1nc2ccsc2c(=O)[nH]1 the results were GAA850 FXN act -1.0.
`O=c1c2cc(Br)ccc2nc2n1CCCCC2` gave GAA850 FXN act 4.0.

New compounds follow.
For Cc1ccccc1C(=O)N1CCC(n2nccc2NC(=O)C2CC2)CC1 the results were GAA850 FXN act 0.1.
For O=S(=O)(c1ccc(F)cc1)N1CCC(N2CCCC2)CC1 the results were GAA850 FXN act 3.5.
For O=C(N/N=C/c1ccncc1)c1cc(C2CC2)nc2ccccc12 the results were GAA850 FXN act 1.6.
`CC(O)(c1cccc(F)c1)c1nc(-c2cncnc2)cs1` (stereo unspecified) gave GAA850 FXN act -0.4.
Screening COc1ccc(OC)c(NC(=O)c2sc3ncnc(N4CCN(c5ccccn5)CC4)c3c2C)c1 returned GAA850 FXN act -1.9.
`Cc1nn(-c2ccccn2)c2c1C(=O)C(Br)CC2` (stereo unspecified) gave GAA850 FXN act -3.1.
Screening CCCCNC(=O)C(C#N)c1nc2ccccc2nc1N1CCN(Cc2ccc3c(c2)OCO3)CC1 (stereo unspecified) returned GAA850 FXN act 1.9.
For Cc1sc(NC(=O)c2ccco2)c(CN2CCN(c3ccccn3)CC2)c1C the results were GAA850 FXN act 0.9.
`CC(OC(=O)CSc1ccc([N+](=O)[O-])cc1)C(=O)NCc1ccccc1` (stereo unspecified) gave GAA850 FXN act -2.1.
Screening Nc1cccc(-c2c[nH]c3ncc(-c4cccnc4)cc23)c1 returned GAA850 FXN act -1.9.
For c1ccc2c(c1)[nH]c1c(N3CCC4(CC3)OCCO4)ncnc12 the results were GAA850 FXN act 1.2.
O=C(NCC1CCCO1)c1cc2c([nH]c3ccccc32)c(-c2cccc(Cl)c2)n1 (stereo unspecified) was read as GAA850 FXN act -7.0.
`O=S(=O)(c1cc(-c2nnc(-c3ccc(Br)cc3)o2)ccc1Br)N1CCCCCC1` gave GAA850 FXN act -0.1.
`CCc1cc(=O)[nH]c(SCCc2ccccc2)n1` gave GAA850 FXN act 2.6.
For COc1ccc(-c2sc3cc4c(cc3c2-c2ccc(OCCN3CCCCC3)cc2)OCO4)cc1 the results were GAA850 FXN act 0.5.
Cc1cccc(CCNC(=O)Cn2ncc3c([nH]c4ccccc43)c2=O)c1 was read as GAA850 FXN act 1.6.
For Cc1cccc(NS(=O)(=O)c2ccc(C)c(C(N)=O)c2)c1 the results were GAA850 FXN act 0.0.
COc1ccc(N2CCN(CCNC(=O)CCC(=O)NNc3nc4ccccc4c4nc(C)nn34)CC2)cc1 was read as GAA850 FXN act 1.3.
Screening CC(=O)Nc1nc2n(n1)C(c1ccccc1)C=C(c1ccccc1)N2 (stereo unspecified) returned GAA850 FXN act 1.2.
`COC(=O)Cn1cnc2c(cnn2-c2ccc(C)cc2)c1=O` gave GAA850 FXN act 2.5.
Screening COc1ccc(OC)c(NC(=O)Nc2ccc(Cl)cc2)c1 returned GAA850 FXN act 0.9.
For O=C(O)c1ccc(C(=O)Nc2cccc(NC(=O)C3CCCO3)c2)cc1 (stereo unspecified) the results were GAA850 FXN act -0.7.
For CC(C)NC(=O)C1CCN(C(=O)c2cc3sccc3n2Cc2ccc(F)cc2)CC1 the results were GAA850 FXN act -3.6.
Screening Cc1[nH]c2ccccc2c1/C=N/NC(=O)c1cccc(Br)c1 returned GAA850 FXN act 1.2.
Screening CCc1cccc2sc(N3CCN(C(=O)c4ccc([N+](=O)[O-])o4)CC3)nc12 returned GAA850 FXN act -0.8.
`CS(=O)(=O)N(CC(=O)N1CCN(c2ccccc2F)CC1)c1cc(C(F)(F)F)ccc1Cl` gave GAA850 FXN act -1.5.
Screening Cn1c(SCC(=O)Nc2ccc(NC(=O)c3ccccc3F)cc2)nnc1-c1ccncc1 returned GAA850 FXN act -0.5.
`COc1ccc(S(=O)(=O)Cc2ccc(C(=O)N3CCN(c4ccccn4)CC3)o2)cc1` gave GAA850 FXN act -2.5.
`O=C(NCc1ccc2c(c1)OCO2)c1cc([N+](=O)[O-])ccc1N1CCOCC1` gave GAA850 FXN act -4.6.
`Cc1cccc(N2C(=O)N3[C@@H]4c5ccccc5OC[C@@H]4[C@@H](c4ccccc4)[C@]3(C)C2=O)c1` gave GAA850 FXN act -0.2.
Screening Cc1ccc(Nc2nc(N)nc(-c3oc4ccccc4c3C)n2)cc1 returned GAA850 FXN act 3.2.
COc1ccc(C2C(C(=O)c3cccs3)=C(O)C(=O)N2c2nnc(C)s2)cc1OC (stereo unspecified) was read as GAA850 FXN act 2.5.
Screening CCN1C(=NCC2CC2)N[C@@H](c2cccc(C(F)(F)F)c2)C(C(=O)OC)=C1C returned GAA850 FXN act -3.9.
Screening CN1C(=O)CC(Nc2cccc3cccc(N)c23)C1=O (stereo unspecified) returned GAA850 FXN act -0.5.
O=C(Nc1ccccn1)c1ccc(C(=O)Nc2ccccn2)cc1 was read as GAA850 FXN act -0.5.
Screening COc1ccc(-c2nc(CS(=O)CC(=O)NCc3ccccn3)c(C)o2)cc1 (stereo unspecified) returned GAA850 FXN act 0.8.
`COc1cc(OC)c2c(-c3ccccc3)cc(=O)oc2c1C(CCN1CCCCC1)c1ccc(N(C)C)cc1` (stereo unspecified) gave GAA850 FXN act -3.5.
Cc1cc(SCc2cccc(C(F)(F)F)c2)nc(=O)[nH]1 was read as GAA850 FXN act 0.4.
Screening Cc1cc(C)c(C)c(S(=O)(=O)N2CCN(C(=O)C3CSC4(C)CCC(=O)N34)CC2)c1C (stereo unspecified) returned GAA850 FXN act 0.4.
COC(=O)[C@@]1(Cc2ccccc2)[C@@H]2C(=CC(=O)[C@H]2CC(=O)C(=O)N(C)C)CN1C(=O)c1ccccc1 was read as GAA850 FXN act -8.4.
For CCCN(CCC)CCNC(=O)C(NS(=O)(=O)c1ccc2c(c1)CCC(=O)N2)c1ccccc1 (stereo unspecified) the results were GAA850 FXN act -1.1.
`CCCCn1c(SCC(=O)c2ccc(O)c(O)c2)nc2ccsc2c1=O` gave GAA850 FXN act 0.4.
Screening O=[N+]([O-])CC1(n2nc3ccccc3n2)CCCCC1 returned GAA850 FXN act -0.4.
CC(=O)c1ccc(NC(=O)Cn2cnc(S(=O)(=O)N3CCCC3)c2)cc1 was read as GAA850 FXN act -1.1.
Cc1ccc(-c2cnc(C(O)c3cccc(Cl)c3)[nH]2)cc1 (stereo unspecified) was read as GAA850 FXN act -0.8.
`Nc1c(N2CCCC2)cc(Cl)c2nonc12` gave GAA850 FXN act 0.7.
For C#CCOCCOCCOCCNc1nc(N2CCN(C(=O)[C@H]([C@@H](C)CC)n3cc([C@@H](N)Cc4ccc(O)cc4)nn3)CC2)nc(N2CCN(C(=O)[C@H](Cc3cc4ccccc4[nH]3)n3cc([C@@H](N)CC(C)C)nn3)CC2)n1 the results were GAA850 FXN act -0.2.
`CCc1ccc(N2C(=O)C(Cl)=C(Nc3ccc(C(=O)N4CCCC4)cc3)C2=O)cc1` gave GAA850 FXN act 2.2.
For Nc1c(S(=O)(=O)O)cc(NC(=O)c2ccccc2)c2c1C(=O)c1ccccc1C2=O the results were GAA850 FXN act -2.6.
Screening Nc1nc(N2CCN(C(=O)c3ccco3)CC2)nc2ccc(Br)cc12 returned GAA850 FXN act 6.8.
Screening COc1cccc(F)c1C(=O)NC(=O)Nc1ccc2nc(C)oc2c1 returned GAA850 FXN act -2.0.
For CC1CCCN(C(=O)Cn2nnc(-c3ccc(N(C)C)cc3)n2)C1 (stereo unspecified) the results were GAA850 FXN act 0.1.
O=C(COc1cccc(F)c1)N1c2ccccc2Sc2ccccc21 was read as GAA850 FXN act 0.2.
Screening Nc1ccc(N)c(C(=O)O)c1 returned GAA850 FXN act 2.1.
